Compound activity deposited in PubChem by National Center for Advancing Translational Sciences (NCATS).
TRb SRC2 PPI: inhibitors of human thyroid hormone receptor beta-SRC2 interaction. TRbeta-SRC2 peptide binding, fluorescence polarization; receptor liganded with 1 µM T3. Potency, µM (doses to about 106 µM), without a hit: top-dose activity change, negative = inhibition, hits mostly inhibitors. 280,000 tested, 0.065% active;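 also: plate controls were bound peptide for no effect and peptide without receptor for full effect; nearly all actives have a fitted effect of over 50% in size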
Target sequence (P10828 whole entry, looked up): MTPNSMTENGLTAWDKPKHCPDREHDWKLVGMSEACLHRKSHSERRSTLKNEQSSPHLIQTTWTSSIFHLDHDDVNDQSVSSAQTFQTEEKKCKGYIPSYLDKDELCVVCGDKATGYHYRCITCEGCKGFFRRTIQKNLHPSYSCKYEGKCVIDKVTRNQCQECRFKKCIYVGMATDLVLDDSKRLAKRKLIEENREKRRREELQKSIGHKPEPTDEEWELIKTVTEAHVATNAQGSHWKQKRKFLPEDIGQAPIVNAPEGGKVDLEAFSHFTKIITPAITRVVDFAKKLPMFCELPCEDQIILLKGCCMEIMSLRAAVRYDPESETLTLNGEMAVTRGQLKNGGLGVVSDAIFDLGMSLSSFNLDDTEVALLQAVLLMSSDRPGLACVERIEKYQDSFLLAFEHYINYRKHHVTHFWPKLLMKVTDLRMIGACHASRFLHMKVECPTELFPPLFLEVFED
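Fluorescence polarization of 20 nM Texas Red SRC2 peptide with 0.6 uM human TRb ligand-binding domain, in Tris buffer with 1uM T3 and 5% DMSO. Incubated 5 hr ambient; normalized to unbound and bound controls.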
Tau fibril FP: inhibitors of human tau fibril formation. P10636. K18 P301L tau heparin fibrillization, Alexa594 FP, 6 h. Potency, µM (top dose mostly 57.7 µM), for inactives: at the top dose activity, negative = inhibition, usual class: inhibitors. 280,000 tested, 0.39% active. AID 1468; also: nearly all actives have a fitted effect of over 55% in size
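Compound effects on tau fibrillization are measured by Alexa 594 fluorescence polarization (ex 555, em 632 nm). K18 P301L tau is used at 15 uM with 0.24 uM labeled tracer, and 20 uM heparin induces aggregation over 6 hr at 37 C.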
TexasRed fluor: Texas Red fluorescence interference in TRb-SRC2 counter-screen. 280,000 tested, 0.29% active. Potency, µM (top dose mostly 106 µM), for inactives: at the highest dose fluorescence change, negative = quenching. TRb/SRC2 Texas Red total fluorescence interference; active = well fitted curve in either direction with a large enough effect; inconclusive = small, poorly fitted or top-dose-only effect
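Human TRb ligand-binding domain at 0.6 uM with 20 nM Texas Red SRC2 peptide in Tris buffer containing 1 uM T3 and 5% DMSO, incubated with compound 5 h at ambient temperature. Total fluorescence (555/632 nm) calculated as parallel + 2 × perpendicular.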
Tau ThT inhib: inhibitors of human tau fibril formation, thioflavin T binding; AID 1460; Potency, µM (highest dose often 57.4 µM), for the others: at the highest dose activity, negative = inhibition, most hits filed as inhibitors; 270,000 tested, 2.1% active; recombinant tau K18 P301L (four-repeat tau fragment), heparin-induced fibrillization, ThT fluorescence; also: nearly all actives have a fitted effect of over 55% in size
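Aggregation was driven by heparin (20 uM final) acting on recombinant tau […] bearing P301L in 100 mM sodium acetate pH 7; fibrils were detected with Thioflavin T.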
JMJD2E inh: inhibitors of human JMJD2E histone demethylase | B2RXH2 | JMJD2E catalytic domain, FDH-coupled NADH fluorescence (FDH is formaldehyde dehydrogenase) | Potency, µM (doses to about 57.1 µM), inactives show top-dose activity change, negative = inhibition, actives largely listed as inhibitors | 230,000 tested, 1.6% active; active = well fitted inhibition curve with a large enough effect, not every such curve was filed as active; inconclusive = small, poorly fitted or top-dose-only effect, or another doubt; inactive = no such curve, though single readings can be large or run the other way;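 also: 0% = wells with enzyme and -100% = buffer wells without enzyme; nearly all actives have a fitted effect of over 50% in size; many of its hits are not listed in these tables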
RECQ1 inh: inhibitors of human RECQ1 DNA helicase | RECQ1 DNA unwinding, red fluorescence kinetic read | Potency, µM (doses to about 57.3 µM), for the others: at the highest dose activity, negative = inhibition, hits mostly inhibitors | 240,000 tested, 0.54% active;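 also: plate controls were vehicle for no effect and no enzyme for full effect; nearly all actives have a fitted effect of over 30% in size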
Target sequence (P46063 whole entry, looked up): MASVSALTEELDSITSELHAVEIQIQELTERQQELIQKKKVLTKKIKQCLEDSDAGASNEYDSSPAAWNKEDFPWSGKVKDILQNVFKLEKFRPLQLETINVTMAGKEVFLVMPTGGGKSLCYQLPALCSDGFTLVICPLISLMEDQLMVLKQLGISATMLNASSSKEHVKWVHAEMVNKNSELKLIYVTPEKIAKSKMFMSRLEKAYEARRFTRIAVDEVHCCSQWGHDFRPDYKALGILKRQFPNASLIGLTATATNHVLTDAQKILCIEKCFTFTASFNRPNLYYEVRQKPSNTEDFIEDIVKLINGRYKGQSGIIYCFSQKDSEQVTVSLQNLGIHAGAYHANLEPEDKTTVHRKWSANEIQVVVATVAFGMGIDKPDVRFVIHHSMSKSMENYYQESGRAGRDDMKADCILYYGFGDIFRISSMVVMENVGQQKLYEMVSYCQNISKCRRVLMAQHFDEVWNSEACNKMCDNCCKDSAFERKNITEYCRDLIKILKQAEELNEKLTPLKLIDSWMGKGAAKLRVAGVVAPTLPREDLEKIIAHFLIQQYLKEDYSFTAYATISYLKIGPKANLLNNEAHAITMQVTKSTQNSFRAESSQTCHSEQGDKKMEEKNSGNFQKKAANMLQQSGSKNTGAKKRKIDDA
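50 nM RECQ1T1 preincubated 15 min with compound in Tris pH 8.0 buffer with MgCl2, DTT, Tween-20 and 2.5 ug/ml poly(dI-dC); started with 200 nM TAMRA/BHQ-2 forked duplex and 2 mM ATP. Unwinding read as fluorescence (525/598 nm), two reads 2 h apart.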
RGS12 GoLoco inh: RGS12 GoLoco-Gai1 interaction inhibition; P63096; Gai1:RGS12 GoLoco peptide FP, rhodamine, 10 min; Potency, µM (series often up to 61.6 µM), inactives show top-dose activity, negative = inhibition, actives largely listed as inhibitors; 230,000 tested, 0.44% active; active = well fitted inhibition curve with a large enough effect, not every such curve was filed as active; inactive = no such curve, though single readings can be large or run the other way; also: nearly all actives have a fitted effect of over 30% in size; many of its hits are not listed in these tables
L3MBTL1 inh: blocks human L3MBTL1; Potency, µM (top dose mostly 57.1 µM), without a hit: at the top dose activity, negative = inhibition, actives largely listed as inhibitors; AlphaScreen L3MBTL1–H3K9me1 peptide binding; AID 485360; 230,000 tested, 0.66% active; also: nearly all actives have a fitted effect of over 60% in size
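AlphaScreen assay: L3MBTL1 (50 nM final) was preincubated 30 min at room temperature with biotinylated H3(1-15)K9me1 peptide (75 nM final), then 30 min with library compounds; streptavidin donor and nickel chelate acceptor beads (10 ug/mL final) added, 30 min dark.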
Active calls of the source: *; i = inactive; ? = inconclusive; . = no result given; & = joins results of further samples; [ ] = remark or other dose. Unless noted, calls follow the shape of the dose curve; as a rule, active = well fitted curve in the direction sought with a large enough effect; inconclusive = small, poorly fitted or top-dose-only effect, or another doubt; inactive = no such curve, though single readings can be large; an effect the other way counts as inactive or inconclusive. Unless noted, % is scaled to controls: 0 for no effect and ±100 for the full control effect; potency is read from the fitted curve at half-maximal effect. The list is partial; the hit share may differ from the screen's.

SMILES	TRb SRC2 PPI	Tau fibril FP	TexasRed fluor	Tau ThT inhib	JMJD2E inh	RECQ1 inh	RGS12 GoLoco inh	L3MBTL1 inh
Cc1ccc(-c2onc3ccc(C4(C)OCCO4)cc23)cc1	-15%	-5%	0%	-2%	2%	-11%	2%	.
COc1cccc(-n2nnc3c(=O)n(CC(=O)Nc4ccccc4C)cnc32)c1	-4%	-9%	-2%	5%	-7%	-4%	44%[activator]	4%
Brc1ccc(NCc2cccc3ccccc23)nc1	-6%	?	-1%	-17%	-5%	i	-9%	.
COc1cc2c(cc1O)C(Cc1ccc(O)cc1)[N+](C)(C)CC2 (centres undefined)	0%	-3%	0%	0%	-4%	-4%	-5%	.
O=C(CSc1nc(-c2ccccc2)c(-c2ccccc2)[nH]1)NCc1ccco1	10%	14%	0%	-14%	0%	-6%	10%	.
CCOC(=O)c1coc(CNC(=O)c2c(C)oc3c2CCCC3)c1	7%	1%	-2%	?	-8%	-9%	7%	-4%
CS(=O)(=O)N(Cc1ccccc1)c1ccc(C(=O)N2CCN(c3cccc(Cl)c3)CC2)cc1	6%	-12%	-2%	-14%	3%	i	12%	.
COc1ccc(CCNC(=O)CNS(=O)(=O)c2ccc(Br)s2)cc1OC	3%	0%	-3%	-2%	3%	-8%	-4%	9%
CCN1C(C#N)=C(C#N)N=C(C)CC1(C)C	3%	5%	1%	-9%	?	26%	17%	1%
C=C(C)C1Cc2cc3ccc(=O)oc3cc2O1 (centres undefined)	2%	-3%	1%	-7%	?	-4%	-2%	12%
O=C(Cc1ccc(F)cc1)Nc1cccc(-c2cn3c(n2)SCC3)c1	-3%	-13%	2%	-13%	-12%	-6%	-7%	-21%
O=C(O)CCNc1nc(-c2ccccc2)nc2ccccc12	-1%	0%	-2%	-7%	-20%	4%	8%	-9%
O=c1[nH]c2sc3c(c2c(=O)n1Cc1ccccc1)CCC3	-11%	1%	1%	-14%	-11%	i	1%	-5%
CN1CCN(C(CNC(=O)c2c(F)cccc2F)c2ccc3c(c2)OCO3)CC1 (centres undefined)	5%	-2%	-25%	6%	.	.	.	.
CCCc1nn2c(=O)cc(COC(=O)c3cccc(NC(=O)COc4ccc(F)cc4)c3)nc2s1	-1%	-5%	-1%	?	.	.	.	.
O=C(c1ccco1)N1CCN(CC(O)COc2ccc3oc4ccccc4c3c2)CC1 (centres undefined)	1%	-3%	3%	?	-5%	i	7%	-11%
COc1cccc(CC(=O)Nc2c(C(=O)N3CCN(c4ccccc4F)CC3)oc3ccccc23)c1	1%	4%	0%	-16%	.	.	.	.
COCCNC(=O)c1ccccc1NS(=O)(=O)c1ccc(Br)s1	-5%	2%	-7%	-10%	1%	-12%	-4%	.
C/C(=N\NC(=O)c1ccc(O)cc1)c1cc2ccccc2o1	0%	-2%	0%	?	-8%	i	1%	7%
O=c1c2ccccc2nc(/C=C/c2ccc([N+](=O)[O-])cc2)n1CCCO	1%	3%	0%	?	-25%	-2%	-8%	6%

Four of the compounds above, with two lines to a compound:
Results follow in this order: TRb SRC2 PPI	Tau fibril FP	TexasRed fluor	Tau ThT inhib	JMJD2E inh	RECQ1 inh	RGS12 GoLoco inh	L3MBTL1 inh
- COc1cccc(CC(=O)Nc2c(C(=O)N3CCN(c4ccccc4F)CC3)oc3ccccc23)c1
    1%	4%	0%	-16%	.	.	.	.
- COCCNC(=O)c1ccccc1NS(=O)(=O)c1ccc(Br)s1
    -5%	2%	-7%	-10%	1%	-12%	-4%	.
- C/C(=N\NC(=O)c1ccc(O)cc1)c1cc2ccccc2o1
    0%	-2%	0%	?	-8%	i	1%	7%
- O=c1c2ccccc2nc(/C=C/c2ccc([N+](=O)[O-])cc2)n1CCCO
    1%	3%	0%	?	-25%	-2%	-8%	6%

Continuation:
SMILES	TRb SRC2 PPI	Tau fibril FP	TexasRed fluor	Tau ThT inhib	JMJD2E inh	RECQ1 inh	RGS12 GoLoco inh	L3MBTL1 inh
O=C(c1cc2c(s1)CCC2)N1C(=O)c2ccccc2S1(=O)=O	3%	3%	1%	-4%	-29%	i	10%	8%
CC(SC1=NCCS1)C(=O)Nc1nnc(-c2ccc(Cl)cc2)s1 (centres undefined)	-19%	-10%	-2%	?	5%	-3%	4%	5%
O=C(c1ccc(Cl)cc1)c1cnc2ccccn12	-6%	5%	0%	-10%	4%	7%	0%	.
O=C(c1ccccc1)N1CCN(CCc2ccccn2)CC1	3%	2%	6%	3%	.	.	.	.
O=C(C1CC1)N1CCN=C1SCc1ccc(Cl)cc1	6%	-3%	-1%	-19%	4%	17%	7%	9%
CCNC(=O)CN(C1CCCCC1)S(C)(=O)=O	4%	4%	1%	3%	11%	-4%	6%	1%
COc1ccc(N(C(=O)c2ccccc2C)S(=O)(=O)c2ccc3c(c2)n(C)c(=O)n3C)cc1	2%	?	1%	?	.	.	.	.
CCc1nnc(NC(=O)CSc2nnc(CNC(=O)c3ccc(OC)c(OC)c3)o2)s1	-4%	-10%	-2%	-4%	?	i	12%	8%
Cc1ccc(S(=O)(=O)N2CCC(C(=O)NCC3CCCO3)CC2)cc1 (centres undefined)	-3%	-8%	-6%	-2%	-2%	-4%	8%	.
Cc1ccccc1NC(=O)N(C(C)C)C(C)C	-1%	-3%	0%	-23%	5%	i	6%	.
Cc1ccc(C)c(CSc2ncccc2C(=O)O)c1	-1%	-1%	-2%	-8%	?	-6%	0%	11%
CC1CCN(C(=O)CSc2nnc(-c3ccccc3)o2)CC1	2%	-2%	-1%	-10%	.	.	.	.
Cc1ccc(C(C(=O)NC2CCCCC2)N2CCC3(CC2)OCCO3)cc1 (centres undefined)	9%	0%	0%	-5%	6%	-1%	-2%	2%
CN(Cc1ccccc1)C(=O)c1cc(-c2cccc(Cl)c2)on1	0%	8%	-21%	-9%	.	.	.	.
CCC1(C)CC(=O)c2c(ccc3oc(C(=O)Nc4ccc(C(C)=O)cc4)c(C)c23)O1 (centres undefined)	2%	?	0%	-9%	.	.	.	.
COc1ccc2[nH]cc(CCNC(=O)C3CC3)c2c1	-1%	-2%	0%	-2%	.	19%	-5%	.
Cc1ccccc1OCC(=O)Nc1nnc(-c2ccco2)s1	4%	-2%	0%	-14%	-9%	1%	-1%	-6%
NC(=O)COc1ccc(/C=N/NS(=O)(=O)c2ccccc2)cc1	2%	9%	-9%	8%	-15%	i	8%	-7%
COC(=O)c1cccc(NC(=O)CSc2nnc(C)n2C)c1	-2%	2%	0%	-3%	-2%	3%	6%	11%
CC(=O)c1cc(CN2CCN(Cc3ccc(C)cc3)C(CCO)C2)cs1 (centres undefined)	-6%	-8%	-2%	-4%	1%	i	3%	-5%
COc1ccccc1NC(=S)N1CCN(C(=O)c2ccco2)CC1	-17%	2%	2%	4%	6%	i	5%	3%
O=C(c1ccccc1)c1ccccc1NC(=O)C1CCCN1Cc1ccccc1 (centres undefined)	-3%	-2%	1%	-14%	1%	-18%	7%	-4%
COC(=O)CCn1[nH]c(=O)c2ccccc2c1=O	3%	-1%	-3%	-1%	?	4%	4%	-1%
CCOC(=O)C1CCCN(C(=O)c2cncc(Br)c2)C1 (centres undefined)	-3%	-2%	-2%	2%	14%	i	4%	6%
Cc1cccc(NC(=S)N(CCN2CCOCC2)Cc2cc3cc4c(cc3[nH]c2=O)OCCO4)c1	6%	-9%	-3%	-13%	?	-20%	-4%	-3%
CN(C)/C=N/c1ncc(-c2ncc(C(F)(F)F)cc2Cl)cn1	-7%	1%	0%	0%	?	1%	-4%	.
CCc1ccc(NCc2cc3ccc(OC)cc3n(CC(=O)Nc3c(C)cc(C)cc3C)c2=O)cc1	-9%	12%	0%	10%	.	.	.	.
Cc1ccccc1NC(=O)CSc1nnc(Cc2ccccc2)o1	-3%	-1%	-4%	-1%	11%	-10%	6%	-5%
C/C(CCc1oc2ccc(Cl)cc2c1-c1ccc(C)o1)=N\O	1%	-15%	-3%	?	-29%	-15%	-5%	52%
CCOC(=O)c1c(SCC(=O)Nc2nc3ccc(C)cc3s2)nc(=O)[nH]c1C	2%	-7%	-3%	?	.	.	.	.
COCCCNC(=O)c1ccc(Cn2c(=O)c3ccccc3n(Cc3ccccc3C)c2=O)cc1	6%&3%	3%&4%	-11%&-3%	-8%&-12%	-1%	-3%	12%	.
O=C(CCCN1C(=O)c2ccccc2C1=O)Nc1ccccc1	4%	5%	-1%	-2%	11%	-8%	-8%	7%
COc1ccc(-c2oc3ncnc(N)c3c2-c2ccccc2)cc1	-2%	3%	1%	-8%	?	-10%	6%	.
Cc1ccc(S(=O)(=O)Nc2ccc(N=Nc3ccc(O)cc3)cc2)cc1	2%	?	-1%	14µM*	5%	-9%	4%	-8%
O=C(CSc1ncn[nH]1)NCc1ccccc1	6%	-2%	-3%	-8%	-5%	i	8%	3%
CC(=O)N1CCN(Cc2nc3cc(NC(=O)Nc4ccccc4)ccc3n2C)CC1	4%	-7%	-3%	-3%	5%	3%	8%	4%
C=CCSc1nnc2c(n1)OC(c1cccnc1)N(C(C)=O)c1ccccc1-2 (centres undefined)	2%	1%	1%	-3%	8%	-11%	10%	7%
O=C(O)c1ccccc1-c1csc(-c2ccccc2)n1	-4%	2%	-1%	8%	-20%	i	-11%	3%
CCOC(=O)C(NC(=O)OC(C)C)(Nc1nccs1)C(F)(F)F (centres undefined)	-9%	7%	-3%	0%	-4%	-5%	17%	-8%
CCOC(=O)CSC1=Nc2ccccc2C2=NC(CC(=O)NCc3ccc(OC)cc3)C(=O)N12 (centres undefined)	-6%	2%	-4%	-10%	2%	5%	3%	-13%
Cc1cccc(NC(=O)c2sc(-c3ccccc3)nc2-c2ccc([N+](=O)[O-])cc2)c1	1%	14%	-1%	-2%	-5%	-9%	0%	-13%
Cc1ccc(-n2nc(C)c3nc(CCC(=O)Nc4cccc(C)c4C)c(=O)n(C)c32)cc1	5%	3%	-2%	2%	.	.	.	.
